Pol iota inh: qHTS for Inhibitors of Polymerase Iota | Pol iota fluorescent replication assay, 10 min | DNA polymerase iota (Homo sapiens), Q9UNA4 | 390,000 tested, 1% active | Potency, µM (titrated, usually from 115 µM), for the others: at the top dose activity, negative = inhibition, actives largely listed as inhibitors; further: potency means the concentration at half of the fitted maximal effect
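Fluorescent replication assay read twice, at 0 min and 10 min after adding 50 nM (final) substrate. Enzyme (10 nM) and compounds were first incubated 15 min at room temperature; enzyme-free buffer wells were negative controls.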
Anesthetic bind: qHTS Assay for Identification of Novel General Anesthetics; apoferritin/1-aminoanthracene competitive binding, fluorescence; AID 485281, 2010; Potency, µM (series often up to 77.5 µM), inactives show at the highest dose activity change, negative = displacement, actives largely listed as inhibitors; 350,000 tested, 0.074% active; Ferritin light chain (Equus caballus), P02791; further: potency means the concentration at half of the fitted maximal effect; on the % scale 0 is the no-effect control and ±100 the full control effect; nearly all actives have a fitted effect of over 20% in size
Target sequence (P02791 2-175 limits assumed): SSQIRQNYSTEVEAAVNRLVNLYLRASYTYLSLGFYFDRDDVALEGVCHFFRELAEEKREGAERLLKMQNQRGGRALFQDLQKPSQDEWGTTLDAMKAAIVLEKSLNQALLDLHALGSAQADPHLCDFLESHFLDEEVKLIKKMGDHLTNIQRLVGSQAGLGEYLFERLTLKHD
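Apoferritin-based anesthetic binding model; compound displacement of fluorescent 1-AMA measured as endpoint fluorescence after 10 minutes at room temperature, scaled to free-ligand and complex controls.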
POLB inh: qHTS Assay for Inhibitors of DNA Polymerase Beta. P06746. Pol beta primer extension/strand displacement, fluorescence kinetic. Potency, µM (doses to about 114 µM), without a hit: top-dose activity change, negative = inhibition, hits mostly inhibitors. 340,000 tested, 1.3% active; further: potency means the concentration at half of the fitted maximal effect; on the % scale 0 is the no-effect control and ±100 the full control effect
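Kinetic readout of DNA synthesis with strand displacement by Pol beta. Compound and 10 nM enzyme sit 15 min at room temperature; 50 nM substrate starts the reaction, read immediately and at 10 min.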
BLM helicase inh: qHTS Assay for Inhibitors of Bloom's syndrome helicase (BLM); RecQ-like DNA helicase BLM (Homo sapiens), P54132; 350,000 tested, 0.2% active; AID 2528, 2010; recombinant BLM DNA unwinding, fluorescence dequenching; Potency, µM (titrated, usually from 56.1 µM), for inactives: at the top dose activity change, negative = inhibition, usual class: inhibitors;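 further: potency means the concentration at half of the fitted maximal effect; plate controls were vehicle for no effect and no enzyme for full effect; nearly all actives have a fitted effect of over 35% in size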
Pol eta inh: qHTS for Inhibitors of Polymerase Eta. DNA polymerase eta (Homo sapiens), Q9Y253. Potency, µM (titrated, usually from 114 µM), for inactives: at the top dose activity change, negative = inhibition, hits mostly inhibitors. recombinant Pol eta, fluorescent DNA replication assay. 390,000 tested, 1.2% active; further: potency means the concentration at half of the fitted maximal effect; on the % scale 0 is the no-effect control and ±100 the full control effect
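Pol eta (10 nM) was preincubated with compounds for 15 min at room temperature, after which fluorescent replication substrate (50 nM final) was added to start the reaction. Fluorescence was read kinetically at 0 and 10 min.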
LDHA inh: qHTS assay for inhibitors of human lactate dehydrogenase. purified LDHA, NADH/diaphorase-resazurin fluorescence; active compounds read low. activity change, % (values are at about 110 or 230 µM). 480,000 tested, 0.15% active; in the data active means activity change below about -30%; inconclusive means mostly about -25% to -30%;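 further: plate controls were DMSO wells for no effect and wells without enzyme for full effect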
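Enzyme activity of human lactate dehydrogenase 5 (2 nM; 0.06 mM NADH, 0.2 mM pyruvate, 5 min, RT) is measured via a resazurin/diaphorase fluorescence readout of residual NADH.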
Glioma ERSR ind: qHTS for Inducers of the Endoplasmic Reticulum Stress Response (ERSR) in Human Glioma: qHTS | U87-MG GRP78 promoter luciferase reporter, 16 h | Potency, µM, inactives show at the highest dose activation, actives largely listed as activators | 420,000 tested, 0.02% active | AID 602332, 2012; further: potency means the concentration at half of the fitted maximal effect; series mostly up to about 76 µM; % of control where 0% means no effect; nearly all actives have a fitted effect of over 35% in size
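Stably transfected U87-MG human glioma cells carrying a GRP78-based luminescent sensor were seeded at 1000 cells/well, pin-dosed with compounds and incubated 16 h. Luciferase reagent was then added, and end-point luminescence was read after 10 min at room temperature.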
POLK inh: qHTS for Inhibitors of Polymerase Kappa; DNA polymerase kappa (Homo sapiens), Q9UBT6; purified Pol kappa, fluorescent DNA synthesis assay, 10 min; Potency, µM (titrated, usually from 107 µM), for inactives: at the top dose activity, negative = inhibition, actives largely listed as inhibitors; 400,000 tested, 0.53% active; further: potency means the concentration at half of the fitted maximal effect; on the % scale 0 is the no-effect control and ±100 the full control effect
Target sequence (Q9UBT6 whole entry, looked up): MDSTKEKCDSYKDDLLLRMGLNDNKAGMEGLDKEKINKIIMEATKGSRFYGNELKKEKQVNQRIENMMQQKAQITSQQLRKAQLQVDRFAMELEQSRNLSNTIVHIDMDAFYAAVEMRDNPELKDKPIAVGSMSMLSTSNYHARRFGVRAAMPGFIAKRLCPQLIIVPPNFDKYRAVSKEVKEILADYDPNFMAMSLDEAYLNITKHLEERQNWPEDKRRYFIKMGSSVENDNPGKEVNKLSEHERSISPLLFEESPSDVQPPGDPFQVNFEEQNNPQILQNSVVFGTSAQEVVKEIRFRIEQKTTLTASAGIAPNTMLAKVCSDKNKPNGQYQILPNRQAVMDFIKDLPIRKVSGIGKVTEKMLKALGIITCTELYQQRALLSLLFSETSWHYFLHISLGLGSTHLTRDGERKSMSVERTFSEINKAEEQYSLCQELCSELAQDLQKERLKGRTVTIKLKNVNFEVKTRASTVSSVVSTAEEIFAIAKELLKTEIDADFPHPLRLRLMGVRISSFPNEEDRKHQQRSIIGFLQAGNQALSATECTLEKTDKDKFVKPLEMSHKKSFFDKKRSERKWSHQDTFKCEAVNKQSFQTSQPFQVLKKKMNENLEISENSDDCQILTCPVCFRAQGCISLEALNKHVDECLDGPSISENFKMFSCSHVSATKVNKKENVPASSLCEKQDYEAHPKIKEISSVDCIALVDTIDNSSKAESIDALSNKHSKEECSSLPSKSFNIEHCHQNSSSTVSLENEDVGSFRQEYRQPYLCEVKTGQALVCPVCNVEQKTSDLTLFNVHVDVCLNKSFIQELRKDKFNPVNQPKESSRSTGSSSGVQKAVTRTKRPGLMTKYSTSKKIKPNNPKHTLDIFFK
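Fluorescent qHTS in 1536-well format: enzyme (10 nM) and compound sat 15 min at room temperature before 50 nM substrate (final) was added. Signal taken at 0 and 10 min; no-enzyme buffer wells were negative controls.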
APEX1 inh: qHTS Assay for Inhibitors of the Human Apurinic/apyrimidinic Endonuclease 1 (APE1); DNA repair nuclease/redox regulator APEX1 (Homo sapiens), P27695; 350,000 tested, 0.35% active; recombinant APE1, TAMRA/BHQ-2 abasic DNA cleavage fluorescence; Potency, µM (titrated, usually from 65.8 µM), for inactives: at the highest dose activity change, negative = inhibition, most hits filed as inhibitors; AID 2517, 2012;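 further: potency means the concentration at half of the fitted maximal effect; plate controls were vehicle for no effect and reference inhibitor for full effect; nearly all actives have a fitted effect of over 55% in size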
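Endonuclease cleavage of a quenched abasic-site DNA duplex (50 nM) by APE1 (0.75 nM) was tracked by TAMRA dequenching. Compounds were preincubated with enzyme 15 min at room temperature; data normalized to buffer-only and DMSO wells plus NSC13755 control.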
An asterisk follows results filed as active; u = inconclusive; x = not tested or not shown; & = joins results of further samples; [ ] = remark or other dose. Unless noted, the call rests on the fitted dose curve; in most records, active means well fitted curve in the direction sought with a large enough effect; inconclusive means small, poorly fitted or top-dose-only effect, or another doubt; inactive means no such curve, though single readings can be large; an effect the other way counts as inactive or inconclusive. A portion of the library; count on the stated rates, not on these rows.

SMILES | Pol iota inh | Anesthetic bind | POLB inh | BLM helicase inh | Pol eta inh | LDHA inh | Glioma ERSR ind | POLK inh | APEX1 inh
Cc1ccc(NC(=O)CSCC(=O)Nc2ccc(N3CCOCC3)cc2N2CCOCC2)cc1 | 66%[activator] | x | x | x | -16% | -3 | -3% | -8% | 5%
Cc1cc(=O)c2ccccc2s1 | u | -14% | 85% | 3% | 4% | -2 | -4% | -3% | 0%
CCS(=O)(=O)c1ccc(O)c(NC(=O)COc2ccc(OC)cc2)c1 | 24% | 5% | 89% | 1% | 0% | -5 | -5% | -4% | 8%
N#CC(C#N)=Cc1ccc(OCC(=O)N2CCOCC2)cc1 | 32%[activator] | 0% | -1% | -4% | -5% | -9 | -11% | -16% | 0%
COC(=O)C1=C(C)NC(=O)/C1=C\c1cc(C)n(-c2cccc(C)c2)c1C | 1% | u | 0% | -9% | -11% | 6 | 3% | -15% | -2%
CCN([C@H](CO)CC(C)C)S(=O)(=O)c1ccccc1 | 0% | x | x | x | -3% | -4 | -2% | -6% | -4%
CCN(CC)S(=O)(=O)c1ccc(N2CCOCC2)c(NC(=O)COc2ccccc2C)c1 | 14% | x | x | x | -11% | 3 | -2% | 0% | 21%
CC1CCN(S(=O)(=O)c2ccc3c(c2)n(C)c(=O)n3C)CC1 | 78%[activator] | -4% | 58% | -5% | 0% | -6 | -1% | -4% | 12%
CC(=O)c1ccc(Oc2ncnc(N)c2[N+](=O)[O-])cc1 | 51%[activator] | 5% | 2% | -2% | -11% | -6 | -5% | -20% | 1%
CN(C)S(=O)(=O)c1ccc(NC(=O)Cn2ccsc2=N)cc1 | 17% | -3% | -2% | 1% | -13% | -1 | -6% | 5% | 8%
CCOC(=O)CN(C(=O)CSc1nnc(CNc2ccc(C)cc2C)n1CC)c1ccccc1 | -3% | -18% | 2% | -5% | -12% | 1 | -5% | -5% | -1%
Cc1cc(NC2CCCCC2)nc(NCc2ccccc2)n1 | 15% | u | 0% | 0% | -25% | -2 | -8% | -17% | 10%
CCOc1nc(NC(=O)NS(=O)(=O)c2cccc(Cl)c2)nc(-c2ccccc2)n1 | 18% | -6% | 22% | 1% | -9% | -7 | 4% | -7% | 1%
COc1ccc(C(=O)n2nc(-c3ccc(Cl)cc3)nc2NCc2ccco2)cc1 | 23% | -3% | 0% | -6% | -13% | -10 | 0% | -14% | x
COc1ccc(NS(=O)(=O)c2ccc3nc(COc4cccc5ccccc45)[nH]c3c2)cc1 | -5% | -15% | -27% | -5% | -26% | 7 | -3% | 5% | 5%
O=C1NCC(O)=C1C=NC12CC3CC(CC(C3)C1)C2 | -7%&8% | u | 22%&20% | 0%&-1% | -2%&-11% | -7&-9 | -1%&-4% | -5%&-4% | 2%&14%
COc1ccc(C2CCCN2CC(O)COc2ccccc2C(C)C)cc1 (stereo unspecified) | 18% | -1% | 0% | 3% | -22% | 1 | -5% | 6% | -1%
Clc1ncccc1-c1nc2ccccc2n1Cc1ccccc1 | 28% | -11% | 13% | -1% | -11% | -2 | 4% | 3% | -2%
O=C(NCc1ccccc1)c1cccc(NC(=O)C2CCCCC2)c1 | 10% | x | x | x | -10% | -1 | -2% | -2% | x
COc1ccccc1N1CCN(C(=O)CN2C(=O)c3ccccc3C2=O)CC1 | -4% | -10% | -7% | 1% | -2% | -1 | -6% | 1% | 0%

3 entries already listed, arranged by the number in POLK inh, highest first.
Molecule	Pol iota inh	Anesthetic bind	POLB inh	BLM helicase inh	Pol eta inh	LDHA inh	POLK inh
Clc1ncccc1-c1nc2ccccc2n1Cc1ccccc1	28%	-11%	13%	-1%	-11%	-2	3%
Cc1cc(NC2CCCCC2)nc(NCc2ccccc2)n1	15%	u	0%	0%	-25%	-2	-17%
CC(=O)c1ccc(Oc2ncnc(N)c2[N+](=O)[O-])cc1	51%[activator]	5%	2%	-2%	-11%	-6	-20%

Reformatted: entries from further up
Fields: Pol iota inh, Anesthetic bind, POLB inh, BLM helicase inh, Pol eta inh, LDHA inh, Glioma ERSR ind, POLK inh, APEX1 inh
Clc1ncccc1-c1nc2ccccc2n1Cc1ccccc1
 : 28%, -11%, 13%, -1%, -11%, -2, 4%, 3%, -2%
O=C(NCc1ccccc1)c1cccc(NC(=O)C2CCCCC2)c1
 : 10%, x, x, x, -10%, -1, -2%, -2%, x

Further results:
SMILES | Pol iota inh | Anesthetic bind | POLB inh | BLM helicase inh | Pol eta inh | LDHA inh | Glioma ERSR ind | POLK inh | APEX1 inh
O=C(O)C1CCCN1c1ncccc1[N+](=O)[O-] (stereo unspecified) | 118%[activator] | -2% | 16% | 2% | -22% | -4 | -2% | -2% | -3%
O=c1cc(CO)occ1O | x | x | x | -1%&1% | x | x | -4%&-3% | -4%&1%[19.4 µM] | -1%
O=C(CCc1nnc(-c2ccsc2)o1)NCc1ccccc1OC(F)(F)F | 31%[activator] | -12% | 10% | -3% | -18% | -14 | -2% | -17% | -4%
COc1cccc(N2CCN(c3c(C#N)c(C(F)(F)F)nn3C)CC2)c1 | 10% | 2% | -24% | -5% | -5% | -1 | -11% | -12% | -2%
CC1Sc2ccc(S(=O)(=O)CCC(=O)NC3CCCC(C)C3C)cc2NC1=O (stereo unspecified) | 0% | -12% | 0% | 1% | 1% | -4 | -6% | -2% | 67%
Cn1ncc2c(=O)[nH]c(N)nc21 | 47%[activator] | x | x | x | -19% | -8 | -6% | -6% | x
Cc1ccc(SCC(=O)OCC(=O)NCc2ccco2)cc1 | 11% | x | x | x | -2% | -4 | 3% | -14% | -7%
CCCn1c(SCc2nc(-c3ccc(OC)c(OC)c3)no2)nnc1-c1ccccc1 | 20% | -17% | 28% | -1% | -7% | -3 | 2% | 13% | x
Cc1ccc(S(=O)(=O)N2CCCOC2CNC(=O)C(=O)NCc2ccccn2)cc1 (stereo unspecified) | -8% | -5% | 1% | -3% | -17% | 5 | -1% | -5% | 40%
CC(C)CCn1c(=O)c2sccc2n2c(CCCC(=O)N3CCC(N4CCCCC4)CC3)nnc12 | u | -6% | 0% | 1% | 6% | -2 | -4% | -23% | 38%
Cc1cccc(OCc2ccccc2)n1 | 34%[activator] | x | x | x | -22% | -5 | 1% | 5% | x
Cc1cc(OC(C)C(=O)N2C[C@H]3C[C@@H](C2)c2cccc(=O)n2C3)c2c(C)c(C)c(=O)oc2c1 (stereo partly specified) | 7% | -18% | 26% | 7% | 4% | -3 | -3% | -1% | 13%
CCC(Oc1ccccc1)C(=O)Nc1ccccc1OCc1cc(=O)n2ccccc2n1 (stereo unspecified) | 12% | 3% | 19% | -3% | -6% | -6 | -2% | -3%[60.1 µM] | x
CC(=O)Nc1ccc(S(=O)(=O)NCc2ccc(C(=O)NCc3ccc(Cl)cc3)cc2)cc1 | u | 1%&6% | u | -9%&-7% | 3%&-7% | -15&-3 | -3%&-4% | -31%&-4% | 11%
NCCNc1ccc([N+](=O)[O-])c(NC2CC2)c1 | 11% | -9% | 19% | 4% | -2% | 0 | -5% | 1% | 3%
CCOCCCNC(=O)C(c1ccc(OC)cc1)N(Cc1ccc2c(c1)OCO2)C(=O)CNC(C)=O (stereo unspecified) | -15% | 2% | 21% | 4% | 3% | -4 | -7% | -16% | -1%
CCOC(=O)c1c(NC(=O)CN(C)C2CCN(C)CC2)sc(C(=O)Nc2ccccc2)c1C | 5% | -8% | 1% | 1% | u | u | -3% | -16% | -4%
O=C(NCc1cccnc1)c1ccc(S(=O)(=O)N2CCCCC2)cc1 | 45%[activator] | -13% | -1% | -2% | -14% | -4 | -5% | 3% | -1%
Cc1ccc(C(=O)Nc2cnc3ccccc3c2)cc1 | 58%[activator] | -10% | 7% | -4% | -7% | -1 | -17% | 6% | 1%
Cc1ccccc1-c1cc(C(=O)NCc2cccc(C(F)(F)F)c2)nn1CC1CC(c2cccc([N+](=O)[O-])c2)=NO1 (stereo unspecified) | 25% | x | x | x | -22% | -1 | -1% | -1% | -6%

A few values from the results shown.
Value for `CC1Sc2ccc(S(=O)(=O)CCC(=O)NC3CCCC(C)C3C)cc2NC1=O` (stereo unspecified) in POLK inh: -2%
Value for `CN(C)S(=O)(=O)c1ccc(NC(=O)Cn2ccsc2=N)cc1` in Pol iota inh: 17%
Value for `CCN(CC)S(=O)(=O)c1ccc(N2CCOCC2)c(NC(=O)COc2ccccc2C)c1` in Pol eta inh: -11%
Value for `CCOCCCNC(=O)C(c1ccc(OC)cc1)N(Cc1ccc2c(c1)OCO2)C(=O)CNC(C)=O` (stereo unspecified) in POLK inh: -16%
Value for `CCOc1nc(NC(=O)NS(=O)(=O)c2cccc(Cl)c2)nc(-c2ccccc2)n1` in POLK inh: -7%
Value for `Cc1cc(=O)c2ccccc2s1` in APEX1 inh: 0%

Later entries:
SMILES | Pol iota inh | Anesthetic bind | POLB inh | BLM helicase inh | Pol eta inh | LDHA inh | Glioma ERSR ind | POLK inh | APEX1 inh
COc1ccc(-c2noc(N(c3cccc(Cl)c3)c3nc(-c4ccc(OC)c(OC)c4)no3)n2)cc1OC | 5% | -7% | 2% | -12% | -11% | 1 | 0% | -2% | x
COc1ccccc1-c1nc(SC)n[nH]1 | -3% | -4% | -8% | -1% | -11% | 1 | 1% | 0%[60.1 µM] | 5%
CCCN(CC(=O)Nc1ccccc1OC)C(=O)CCC(=O)c1ccc(OCC)cc1 | 13% | x | x | x | -21% | -15 | -1% | -18% | 1%
c1ccc(Cc2c[nH]c3ccccc23)cc1 | 87%[activator] | u | 3% | -8% | -23% | -4 | -7% | -5% | -6%
CCOC(=O)N1CC=C2C(C#N)=C(N)C(C#N)(C#N)[C@H](c3cccs3)[C@H]2C1 | 93%[activator] | 4% | 36% | -7% | -5% | 5 | 0% | -14% | 1%

Source: PubChem (National Center for Advancing Translational Sciences (NCATS))
